High-throughput results (PubChem)
GlmU inhibition = inhibition of mycobacterial GlmU enzyme – biochemical, glucosamine-1-phosphate acetyltransferase (AID 1376) | actives 0.25% (n = 220,000) | M. tuberculosis GlmU acetyltransferase enzyme assay; higher % means a stronger effect | one-dose inhibition, %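 (tested at 30 µM in the primary screen)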; IC50 in µM for titrated hits; in the data active means inhibition above about 13%;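 further: 0% = complete reaction with vehicle and 100% = reaction without substrate; strong numbers were not always called active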
Mtb RmlCD inh = blocks M. tuberculosis RmlC and RmlD coupled enzymes. P9WH09+P9WH11. RmlC+RmlD coupled enzyme assay, percent inhibition; primary screen in compound mixtures. inhibition, % at 3.6 µM. actives 0.03% (n = 160,000). AID 1533; in the data active means inhibition mostly above about 34%, no sharp cut-off; further: some results filed as inactive read as strong as hits
Target sequence (P9WH09 whole entry, looked up): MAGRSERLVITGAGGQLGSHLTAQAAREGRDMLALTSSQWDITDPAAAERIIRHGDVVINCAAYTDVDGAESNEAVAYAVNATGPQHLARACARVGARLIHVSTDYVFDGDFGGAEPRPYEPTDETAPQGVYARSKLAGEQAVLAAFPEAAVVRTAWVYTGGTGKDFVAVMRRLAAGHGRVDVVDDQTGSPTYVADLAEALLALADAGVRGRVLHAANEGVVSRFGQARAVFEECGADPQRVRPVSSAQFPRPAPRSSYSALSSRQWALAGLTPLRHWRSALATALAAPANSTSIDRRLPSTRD
Target sequence (P9WH11 whole entry, looked up): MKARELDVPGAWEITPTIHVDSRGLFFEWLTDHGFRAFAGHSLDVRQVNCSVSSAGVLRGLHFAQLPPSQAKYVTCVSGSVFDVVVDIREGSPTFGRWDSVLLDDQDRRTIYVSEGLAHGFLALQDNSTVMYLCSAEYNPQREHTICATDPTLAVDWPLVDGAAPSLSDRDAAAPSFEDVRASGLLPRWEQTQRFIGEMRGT
* hit, by the source's call. This is a subset. The share of hits here may be higher or lower than overall.

For C/C=C(\C)C(=O)Nc1cccc(C2=NOC3(C2)C[C@H](C(N)=O)N(C(=O)CC#N)C3)c1 (some centres not stated) the results were GlmU inhibition 3.4% and Mtb RmlCD inh 3.
`O=C(CSCc1ccccc1)NNC(=S)Nc1cccc(Cl)c1Cl` gave GlmU inhibition 2.6% and Mtb RmlCD inh 10.
`CCOc1c2ccc(C(=O)NCc3ccco3)cc2nn1CC` gave GlmU inhibition -0.9% and Mtb RmlCD inh 17.
`CC(C)n1cc(/C=C2\NC(=O)N(c3cccc(Cl)c3)C2=O)c2ccccc21` gave GlmU inhibition 0.7% and Mtb RmlCD inh -2.
For CCc1c(C)sc(NC(=O)c2cc(C3CC3)on2)c1C#N the results were GlmU inhibition 1.4% and Mtb RmlCD inh 6.
`Cc1ccc(N(C(=O)c2ccccn2)C2(C(=O)NC3CCCC3)CCCCC2)cc1` gave GlmU inhibition 0.5%.
For COc1cc2c(cc1OC)CN(Cc1cc(=O)n3cc(C)ccc3n1)CC2 the results were GlmU inhibition -6.8%.
Screening Cc1cc(N2CCCCC2)n2ncc(-c3ccc(Cl)cc3)c2n1 returned GlmU inhibition 2.4%.
O=C(NCCN1CCOCC1)C1CCC(=O)N1Cc1ccc(F)cc1 (configuration not stated) was read as GlmU inhibition 2.9% and Mtb RmlCD inh 0.
O=C(CNC(=O)c1cccc(F)c1)OCC(=O)N1CCCCC1 was read as GlmU inhibition 3.1% and Mtb RmlCD inh -7.
For COC(=O)c1cccc(Cn2nc(C)c([N+](=O)[O-])c2C)c1 the results were GlmU inhibition 2.3% and Mtb RmlCD inh 4.
COC(=O)c1sc(NC(=O)c2ccc([N+](=O)[O-])o2)c(C#N)c1C was read as GlmU inhibition 2.4% and Mtb RmlCD inh 8.
Screening CC(=O)c1cn(CCCOc2ccccc2)c2ccccc12 returned GlmU inhibition 6.1% and Mtb RmlCD inh -7.
`CCCN1CNC(=S)N(c2cc(C)ccc2C)C1` gave GlmU inhibition -6.5%.
COc1cccc(Oc2coc3cc(OC(=O)N4CCOCC4)ccc3c2=O)c1 was read as GlmU inhibition 3.1%.
COc1cc(NS(=O)(=O)c2ccc(NC(=O)C34CC5CC(CC(C5)C3)C4)cc2)ncn1 was read as GlmU inhibition 1.0% and Mtb RmlCD inh -7.
`CC(C)OP(=O)(c1ccccc1)c1ccccc1` gave GlmU inhibition -0.9% and Mtb RmlCD inh 30.
`C/C(=N\N1CCN(C2c3ccccc3-c3ccccc32)CC1)c1ccco1` gave GlmU inhibition 2.8% and Mtb RmlCD inh 11.
CCOC(=O)c1sc(=S)n(-c2cccc(C(F)(F)F)c2)c1SC was read as GlmU inhibition 0.2% and Mtb RmlCD inh -1.
CCOC(=O)c1sc(N(Cc2ccccc2)C(=O)COC(=O)c2ccccc2O)nc1C was read as GlmU inhibition 1.5% and Mtb RmlCD inh 26.

Copied from the listing (three entries):
`C/C(=N\N1CCN(C2c3ccccc3-c3ccccc32)CC1)c1ccco1` gave GlmU inhibition 2.8% and Mtb RmlCD inh 11.
CCOC(=O)c1sc(=S)n(-c2cccc(C(F)(F)F)c2)c1SC was read as GlmU inhibition 0.2% and Mtb RmlCD inh -1.
CCOC(=O)c1sc(N(Cc2ccccc2)C(=O)COC(=O)c2ccccc2O)nc1C was read as GlmU inhibition 1.5% and Mtb RmlCD inh 26.

Carrying on.
For Oc1c(Cl)cc(Cl)cc1CNc1ccc(Br)cn1 the results were GlmU inhibition 4.8% and Mtb RmlCD inh -2.
Screening Cc1ccc(CNC(=O)Cn2nnc3ccccc3c2=O)cc1 returned GlmU inhibition 0.9% and Mtb RmlCD inh -19.
C=CCOc1ccc(CNC(C)(C)CO)cc1OCC was read as GlmU inhibition -6.2%.
CCOC(=O)N1CCN(C(=O)C2CCN(S(=O)(=O)c3ccc(Cl)cc3)CC2)CC1 was read as GlmU inhibition -1.9%.
Screening CC(C)N1C(=O)/C(=C/c2nc3ccccc3c(=O)n2-c2ccccc2)c2ccccc21 returned GlmU inhibition -0.8% and Mtb RmlCD inh 2.
`COc1ccc(/C=N/NC(=O)c2ccc(CSc3nc(C)cc(C)n3)cc2)cc1O` gave GlmU inhibition -4.3% and Mtb RmlCD inh 35.
`O=C(Cc1cccs1)Nc1nnc(SCc2ccc(F)cc2)s1` gave GlmU inhibition 2.4% and Mtb RmlCD inh 6.
Cc1ccccc1-c1ccc(=O)n(CC(=O)Nc2ccc(S(=O)(=O)N(C)C)cc2)n1 was read as GlmU inhibition 9.1% and Mtb RmlCD inh -13.
`COc1c(F)c(F)c(C(=O)Nc2ccc(-c3nc4ccccc4[nH]3)cc2)c(F)c1F` gave GlmU inhibition -2.3% and Mtb RmlCD inh 4.
For CC(Sc1nnnn1C)C(=O)Nc1ccccc1 (configuration not stated) the results were GlmU inhibition -4.3% and Mtb RmlCD inh -14.

Looked up by compound from the list above:
`O=C(Cc1cccs1)Nc1nnc(SCc2ccc(F)cc2)s1` gave GlmU inhibition 2.4% and Mtb RmlCD inh 6.
C=CCOc1ccc(CNC(C)(C)CO)cc1OCC was read as GlmU inhibition -6.2%.

Going on with the list:
Screening Cn1cccc1CNC(=O)Nc1ccccc1 returned GlmU inhibition 1.5% and Mtb RmlCD inh 23.
For O=C(Cc1ccccc1)N1CCN(C/C=C/c2ccccc2)CC1 the results were GlmU inhibition 1.0%.
COCCCNC(=O)CCCn1c(=O)c2ccccc2n(CC(=O)Nc2c(C)cccc2C)c1=O was read as GlmU inhibition 1.1% and Mtb RmlCD inh 6.
`COc1cc(C)c(C(C)C)cc1S(=O)(=O)N1CCOCC1` gave GlmU inhibition -6.1%.
For CC(C)NC(=O)COC(=O)CNC(=O)c1cc(Cl)cc([N+](=O)[O-])c1 the results were GlmU inhibition 4.8% and Mtb RmlCD inh -52.
For COc1ccc(S(=O)(=O)Cc2ccc(C(=O)N3CCOCC3)o2)cc1 the results were GlmU inhibition 0.4% and Mtb RmlCD inh 4.
O=C(O)c1ccc(Br)cn1 was read as GlmU inhibition -0.5% and Mtb RmlCD inh -10.
`COc1ccccc1N1C(=O)C2CC(C)=C(C)CC2C1=O` (configuration not stated) gave GlmU inhibition 9.7% and Mtb RmlCD inh -13.
Screening COc1ccc(Cc2nnc(NC(=O)c3cccc(C)c3)s2)cc1 returned GlmU inhibition -1.3% and Mtb RmlCD inh 27.
`CC(=O)Nc1ccc(S(=O)(=O)N2CCN(c3ccc([N+](=O)[O-])c(NCCN4CCOCC4)c3)CC2)cc1` gave GlmU inhibition -5.3% and Mtb RmlCD inh -5.
OCCOCCNc1ncnc2c1cnn2-c1ccc(Cl)cc1 was read as GlmU inhibition 1.3% and Mtb RmlCD inh -3.
Screening CC12CCC(C(=O)NCc3ccc4c(c3)OCO4)(CC1=O)C2(C)C (configuration not stated) returned GlmU inhibition 1.1%.
For O=S(=O)(Nc1cc(Sc2ncn[nH]2)c(O)c2ccccc12)c1ccccc1 the results were GlmU inhibition 7.3% and Mtb RmlCD inh 4.
Screening O=C(NC(=S)Nc1ccc(-c2ccc(CO)o2)cc1)c1cccs1 returned GlmU inhibition 3.0% and Mtb RmlCD inh 8.
Screening Cc1ccc(NS(=O)(=O)c2ccc(Cl)c(NC(=S)NC(=O)C3CCCCC3)c2)cc1Cl returned GlmU inhibition -3.9% and Mtb RmlCD inh -7.
For COc1ccc(-c2nc(C)sc2CC(=O)O)cc1 the results were GlmU inhibition 2.2% and Mtb RmlCD inh -9.
Screening c1ccc(CN2CCN(c3nc(N4CCOCC4)c4ccccc4n3)CC2)cc1 returned GlmU inhibition 1.6%.
Screening CCOC(=O)C[C@H]1c2cc(F)ccc2S(=O)(=O)N1C(C)C returned GlmU inhibition 6.8%.
`CC1CCN(C(=S)NCCc2ccccc2)CC1` gave GlmU inhibition 5.4% and Mtb RmlCD inh -4.
`O=C(/C=C/Nc1ccccc1OC(F)(F)F)C(F)(F)F` gave GlmU inhibition 1.8% and Mtb RmlCD inh 5.

Sorted by SMILES length (rising): part of the list above.
For COc1ccc(-c2nc(C)sc2CC(=O)O)cc1 the results were GlmU inhibition 2.2% and Mtb RmlCD inh -9.
Screening Cc1ccc(CNC(=O)Cn2nnc3ccccc3c2=O)cc1 returned GlmU inhibition 0.9% and Mtb RmlCD inh -19.
For COc1cc2c(cc1OC)CN(Cc1cc(=O)n3cc(C)ccc3n1)CC2 the results were GlmU inhibition -6.8%.
`COc1ccc(/C=N/NC(=O)c2ccc(CSc3nc(C)cc(C)n3)cc2)cc1O` gave GlmU inhibition -4.3% and Mtb RmlCD inh 35.
COc1cc(NS(=O)(=O)c2ccc(NC(=O)C34CC5CC(CC(C5)C3)C4)cc2)ncn1 was read as GlmU inhibition 1.0% and Mtb RmlCD inh -7.

More results follow:
Screening COc1cc(/C=C2\SC(=O)NC2=O)ccc1Oc1ccc([N+](=O)[O-])cn1 returned GlmU inhibition 2.8% and Mtb RmlCD inh 19.
For CCOC(=O)C(Cc1ccc(O)cc1)NC(=O)CNC(=O)C1CCCN1C(=O)OC(C)(C)C (configuration not stated) the results were GlmU inhibition -2.5% and Mtb RmlCD inh 9.
Screening CC(C)Sc1nc2c(c(=O)n1C)SC(C)C2 (configuration not stated) returned GlmU inhibition 3.2% and Mtb RmlCD inh 10.
Screening O=C(NC(NC1CCS(=O)(=O)C1)C(Cl)(Cl)Cl)c1ccc(Br)cc1 (configuration not stated) returned GlmU inhibition 4.0% and Mtb RmlCD inh 0.
O=C(c1cccc(Cl)c1)N1CCn2c1nc1ccccc12 was read as GlmU inhibition 7.9% and Mtb RmlCD inh 11.
CCSc1nnc(NC(=O)C(C)(C)C)s1 was read as GlmU inhibition 5.4% and Mtb RmlCD inh 4.
Screening O=C1CS(=O)CN1c1ccc(Oc2ccccc2)cc1 (configuration not stated) returned GlmU inhibition -12% and Mtb RmlCD inh 0.
Screening O=C(Nc1cccnc1)/C(N=Nc1cccnc1)=C(\O)c1ccccc1 returned GlmU inhibition -5.9% and Mtb RmlCD inh 9.
CCc1cc(C(=O)Cc2nc3ccccc3s2)c(O)cc1OCC(=O)O was read as GlmU inhibition 3.7% and Mtb RmlCD inh -8.
`Cc1ccc(S(=O)(=O)N(C)CC(=O)OCc2nnc(-c3ccccc3)o2)cc1` gave GlmU inhibition 1.6% and Mtb RmlCD inh -3.
CCn1c(CCc2ccccc2)n[nH]c1=S was read as GlmU inhibition -3.3% and Mtb RmlCD inh -12.
For CCCc1nnc(SCC(=O)N2CCCCC2)n1CC1CCCO1 (configuration not stated) the results were GlmU inhibition -1.3% and Mtb RmlCD inh 0.
`COc1ccc(CNC(=O)C2CC(c3ccc(F)cc3)=NO2)cc1` (configuration not stated) gave GlmU inhibition -0.2%.
Screening Cc1ccc(-c2nn(CC(=O)O)c(=O)c3ccccc23)cc1 returned GlmU inhibition 0.7%.
Screening Cc1ccc2c(c1)C1CN(C)CCC1N2C(=S)NC(=O)c1ccc(Br)cc1 (configuration not stated) returned GlmU inhibition 5.3% and Mtb RmlCD inh -10.
`COC(=O)C1=C[C@@H](C(=O)OC)[C@@H]2C3=C(C(=O)[C@@]2(C)NC(=O)c2ccccc2)[C@H](C)n2c(=O)n(C)c(=O)n2[C@@H]3C1` gave GlmU inhibition 5.8%.
CCCn1c2c(c(O)c(C(=O)Nc3ccc(OC)cc3)c1=O)CCCC2 was read as GlmU inhibition -0.9%.
Screening COc1ccccc1NS(=O)(=O)c1cc(NC(=O)/C=C/c2cccs2)ccc1N1CCOCC1 returned GlmU inhibition 3.9% and Mtb RmlCD inh 7.
CC(C)c1ccc(NC(=O)c2snc3ccc(Cl)cc23)cc1 was read as GlmU inhibition 0.5%.
For CC1CCc2c(sc(NC(=O)C3c4ccccc4Oc4ccccc43)c2C(N)=O)C1 (configuration not stated) the results were GlmU inhibition 1.3%.
`O=C(CC(C(=O)O)c1ccccc1)c1cccs1` (configuration not stated) gave GlmU inhibition -5.5%.
For CCn1c(SCC(=O)N=Nc2c(O)[nH]c3ccccc23)nc2ccccc21 the results were GlmU inhibition 2.1% and Mtb RmlCD inh -11.
`COC(=O)c1cc(CSc2nc3ccccc3[nH]2)oc1C` gave GlmU inhibition 2.1% and Mtb RmlCD inh 17.
O=C(NCCc1ccccn1)C1CCN(S(=O)(=O)c2ccc(Cl)cc2)CC1 was read as GlmU inhibition 0.7% and Mtb RmlCD inh -9.
Screening COc1ccc(CNC(=O)c2cc3c(s2)CS(=O)C3)cc1 (configuration not stated) returned GlmU inhibition 0.8%.
For COc1ccc(NC(=O)c2cc([N+](=O)[O-])ccc2N2CCN(C)CC2)cc1 the results were GlmU inhibition -7.2% and Mtb RmlCD inh -2.
Cc1ccc(CN(c2ccc(C(=O)NCc3ccc4c(c3)OCO4)cc2)S(C)(=O)=O)cc1 was read as GlmU inhibition 5.6%.
For CC1CN=C(Nc2ccc(N(C)C)cc2)S1 (configuration not stated) the results were GlmU inhibition 0.1%.
For CN1CCN(C(=S)c2cn(Cc3cccc(F)c3)c3ccccc23)CC1 the results were GlmU inhibition 0.3% and Mtb RmlCD inh -6.
`Cc1cc(NC(=O)C2COc3ccccc3O2)no1` (configuration not stated) gave GlmU inhibition 3.4% and Mtb RmlCD inh -4.
CN1C2CCC1CC(OC(=O)c1c[nH]c3ccccc13)C2 (configuration not stated) was read as GlmU inhibition 5.8% and Mtb RmlCD inh -4.
Screening NS(=O)(=O)c1cc2c(cc1Cl)NCNS2(=O)=O returned GlmU inhibition 2.4%.
CC(CC1CC(C)(C)OC1=O)C(=O)Nc1ccc([N+](=O)[O-])cc1 (configuration not stated) was read as GlmU inhibition 0.7% and Mtb RmlCD inh -7.
`O=C(Nc1cc2c(cc1Cl)OCCO2)c1ccco1` gave GlmU inhibition -1.4%.
For COc1ccc(CN2CCCC(C(=O)N3CCCC3)C2)cc1 (configuration not stated) the results were GlmU inhibition 5.5% and Mtb RmlCD inh -11.
O=S(=O)(c1ccc(F)cc1)N(CCO)CC(O)Cn1c2ccccc2c2ccccc21 (configuration not stated) was read as GlmU inhibition 2.0% and Mtb RmlCD inh 7.
O=C(CCCN1C(=O)c2ccccc2C1=O)Oc1ccc(F)cc1 was read as GlmU inhibition -0.2%.
